FLuc inh counter: firefly luciferase enzyme inhibitors, primary screen, artefact control for luciferase-based inhibitor screens, biochemical, luminescence, ATPLite; Luciferin 4-monooxygenase (Photinus pyralis), P08659; 10 min; inhibition, % at 10 µM; 1.5% of 200,000 active;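 active means inhibition above about 50% when tested at 10 µM, limit read from the data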
Target sequence (P08659 whole entry, looked up): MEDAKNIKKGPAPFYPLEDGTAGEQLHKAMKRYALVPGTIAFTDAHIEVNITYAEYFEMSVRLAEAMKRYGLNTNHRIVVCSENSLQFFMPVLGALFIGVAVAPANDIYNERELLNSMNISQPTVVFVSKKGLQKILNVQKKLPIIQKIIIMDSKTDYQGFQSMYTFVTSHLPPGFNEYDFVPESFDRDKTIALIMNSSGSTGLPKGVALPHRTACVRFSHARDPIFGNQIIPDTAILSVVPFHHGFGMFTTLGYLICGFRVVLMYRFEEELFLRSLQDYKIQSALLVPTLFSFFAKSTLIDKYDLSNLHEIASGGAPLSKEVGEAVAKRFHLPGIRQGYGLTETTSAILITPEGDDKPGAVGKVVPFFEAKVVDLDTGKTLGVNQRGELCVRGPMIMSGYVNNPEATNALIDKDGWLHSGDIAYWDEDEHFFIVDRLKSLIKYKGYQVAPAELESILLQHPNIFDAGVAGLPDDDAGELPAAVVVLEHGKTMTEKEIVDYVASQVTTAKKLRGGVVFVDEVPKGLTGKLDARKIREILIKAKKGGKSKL
G6PDH CS: L. mesenteroides G6PDH inhibitors, counter-screen for G6PDH-coupled screening assays, biochemical, Leuconostoc mesenteroides enzyme; glucose-6-phosphate dehydrogenase [Leuconostoc mesenteroides]; Purified L. mesenteroides G6PDH, diaphorase/resazurin coupled fluorescence, 45 min; inhibition, % at 5 µM; 0.12% of 200,000 active; in the data active means inhibition above about 50%
STAT1 act: STAT1 signaling activators, primary screen, cell-based, HTS, luciferase reporter; AID 932, 2007; NIH 3T3 STAT1-luciferase reporter, IFN-gamma, luminescence; 100% = IFN-gamma alone, no compound; activation (% of control), % at 5.5 µM; 2.6% of 200,000 active;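 active means activation above the screen-wide mean activation plus 3 SD, cut at about 130% in these data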;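 further: raw ratio to IFN-gamma control signal so 100% means no change and 0% no light; values of inactives mirror those of a sister screen read the other way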
FLuc act counter: FLuc activators, initial screening, artefact control for FLuc-dependent activation tests, biochemical, ATPlite luminescence | 200,000 tested, under 10 active | activation factor at 10 µM | ATPlite luciferase biochemical, 10 min; 0 = ATP-free wells, 1 = DMSO control;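 active means luciferase activation factor, scaled between plate controls, of at least 2 with compound at 10 µM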
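Material: Luciferase/luciferin reagent mix | Doses: Test compounds dosed from 2 mM stocks in 100% DMSO | Timing: 10 min incubation after luciferase reagent addition, room temperature | Measured by: Luminescence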
APP 5'UTR act: activators of APP 5'UTR luciferase reporter, primary screen, SH-SY5Y cells; 1% of 190,000 active; SH-SY5Y APP 5'UTR luciferase reporter, luminescence; zero percent = DMSO vehicle wells; activation, % at 2 µM; AID 1276, 2008;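 active means activation above a set limit, based on mean plus 3 SD of controls, cut at about 140% in these data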; further: values of inactives mirror those of a sister screen read the other way
HMGR II inh: inhibitors of E. faecalis class II HMGR, primary screen, biochemical, Enterococcus faecalis; HMG-CoA reductase (Enterococcus faecalis, mvaE); 0.41% of 190,000 active; inhibition, % at 10 µM; purified E. faecalis HMGR, NADPH absorbance 340 nm kinetic;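 active means inhibition above a set limit, the median over all tested compounds plus 3 SD, cut at about 9.5% in these data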;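 further: enzyme runs in reverse so mevalonate oxidation gives rising NADPH absorbance; 0% = complete reaction with DMSO and 100% = background rate lacking mevalonate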
NF-kB expr up: activators of NF-kB expression in neurons, primary screen, cell-based, HTS; human neuronal cells, NF-kB reporter expression; hits give high values; fold change at 12.5 µM; 1.6% of 190,000 active; AID 1239, 2008; in the data active means fold change above about 3.3
APP transl inh: inhibitors of APP translation via 5'UTR reporter, primary screen, APP 5'UTR luciferase, SH-SY5Y cells. 0.82% of 190,000 active. inhibition, % at 2 µM. AID 1285, 2008. SH-SY5Y APP 5'UTR-luciferase reporter, luminescence;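 active means inhibition above a set limit, derived from the sample mean plus 3 SD, cut at about 45% in these data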; further: values of inactives mirror those of a sister screen read the other way
Hsp70 act: Hsp70 transcriptional activators, primary screen, cell-based, HeLa, Hsp70 promoter luciferase, luminescence, 10 µM; HeLa Hsp70 promoter luciferase reporter; scaled: vehicle 0, proteasome-inhibitor control 100%; activation, % at 10 µM; 0.04% of 200,000 active;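 active means activation above the mean across all tested compounds plus 3 SD, cutoff set per campaign, cut at about 5.5% in these data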;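 further: 100% = MG132 at 30 µM as the positive control and 0% = DMSO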
Redox H2O2 prof: compounds producing H2O2 with reducing agent – biochemical, NIH compound library profiling, artefact control for MLSCN library redox annotation, primary screen; AID 878, 2007; DTT-dependent redox cycling H2O2, phenol red/HRP absorbance; 100% = 100 µM peroxide control, 0% = buffer; activation, % at 10 µM; 0.03% of 200,000 active;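 active means activation of at least 50% relative to the plate's high and low controls in the primary single-dose screen; inactive means activation below 50%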;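 further: compound incubated with DTT at 0.8 mM final as the reducing agent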
* marks the source's active call; other numbers are inactive results; x = not tested or not shown. No enrichment for hits (roughly 5.3% active in at least one column).

SMILES	FLuc inh counter	G6PDH CS	STAT1 act	FLuc act counter	APP 5'UTR act	HMGR II inh	NF-kB expr up	APP transl inh	Hsp70 act	Redox H2O2 prof
CC(=O)c1ccc(NC(=S)N2CCCC(CO)C2)cc1 (centres undefined)	52*	-4	114	0.5	25	x	2.4	-25	-0.1	0.5
CCOC(=O)C1=C(C(F)(F)F)Nc2ncnn2C1c1ccc(OC)cc1OC (centres undefined)	-4	-3	100	1	-12	-7	1.1	12	-0.3	0.0
Cc1ccc(N2C(=O)C3CC(c4ccccc4)=C4C5C=CC(C6C(=O)N(c7ccc(C)cc7)C(=O)C56)C4C3C2=O)cc1 (centres undefined)	-3	3	116	1	9	-2	0.86	-9	-0.2	0.0
O=C(NC(=S)NCCO)c1sc2ccccc2c1Cl	47	-1	124	0.5	53	-7	1.6	-53	0.1	-1.1
COc1ccc(Nc2cc(C)nc(-n3nc(C)cc3C)n2)cc1	-6	0	111	1.1	-93	0	1.9	93*	0.2	-0.4
Cc1cc(C)n(C(=O)c2ccc(NC(=O)CC(C)C)cc2)n1	-16	9	103	1.2	-2	3	0.89	2	0.2	1.9
O=C(CN(c1ccc(Cl)cc1)S(=O)(=O)c1ccc(Cl)c([N+](=O)[O-])c1)NCCc1ccc(F)cc1	-7	-2	95	1.1	2	-6	1.1	-2	-0.1	0.2
COC(=O)C1=C(C)N(C)C(=S)NC1c1c(OC)ccc2ccccc12 (centres undefined)	-2	3	98	1	3	-4	0.92	-3	0.0	0.2
O=C(OCc1ccccc1)C1=NNC2C(=O)N(c3ccccc3)C(=O)C12 (centres undefined)	-6	-10	88	1.1	14	-1	1.1	-14	-0.3	-0.2
Cn1c(/C(C#N)=C(\O)COc2ccc3ccccc3c2)nc2ccccc21	-2	5	98	1	17	0	1	-17	-0.1	-0.2
COc1ccc(Cl)cc1NC(=S)N(CCCN1CCOCC1)Cc1cn(C)c2ccccc12	-8	1	93	1.1	-7	1	0.53	7	-0.1	-0.3
COC(=O)C(C(=O)OC)=C(/C=C/C=C/N(C)C)N(C)C	-5	0	103	1.1	-10	-3	0.88	10	0.0	0.0
Cc1ccc(C2=NN(Cc3nnc(-c4ccccc4)o3)C(=O)SC2)cc1	-8	4	95	1.1	2	2	2.7	-2	-0.2	0.6
CC(NC(=O)c1ccncc1)C(C)(C)C (centres undefined)	0	-2	104	1	5	2	1.1	-5	-0.1	-0.1
COc1ccccc1Nc1nc(N)nc(CSC(=S)N2CC(C)CC(C)C2)n1 (centres undefined)	-1	-11	106	1	-12	0	0.75	12	-0.3	0.5
CCc1cc(C(=O)N2CCCC(C(=O)c3cccc4ccccc34)C2)n(C)n1 (centres undefined)	-4	5	86	1	11	-2	x	-11	-0.4	-1.2
CC(=O)OC(C)CS(=O)(=O)c1ccccc1 (centres undefined)	-2	6	101	1	4	9	1.1	-4	0.1	-0.3
Fc1ccccc1COc1ccc(-c2nnn(Cc3ccccc3F)n2)cc1	-7	-2	97	1.1	-11	2	1.4	11	-0.1	-0.5
CCOC(=O)CSc1nc2c(c(=O)n(C)c(=O)n2C)n1CCCc1ccccc1	-4	2	101	1	8	0	0.81	-8	-0.4	-10
Cc1nn(-c2ccccc2)c(Cl)c1C1C(C#N)=C(N)Oc2c1c(C)nn2-c1ccccc1 (centres undefined)	-10	2	104	1.1	19	6	1.1	-19	-0.2	21
COc1ccc(-n2ccnc2SCC(=O)NO)cc1	-5	5	102	1	2	-2	1.2	-2	-0.2	0.0
Cc1nc2sc(C(=O)c3ccccc3)c(N)c2c(C)c1C	12	-1	114	0.9	13	-1	x	-13	0.1	-1.4
CCOc1cc(S(=O)(=O)NC2CC2)c(OCC)cc1-n1cnnn1	-3	1	102	1	-3	-4	1	3	-0.1	0.1
CCOC(=O)CCC(=O)Nc1ccc(S(=O)(=O)N2CCCCC2)cc1	-6	9	104	1.1	11	-2	1.1	-11	-0.2	0.1
COc1ccc(N2C(=O)C(CC(=O)Nc3ccccc3)N(Cc3ccc4c(c3)OCO4)C2=O)cc1 (centres undefined)	2	8	96	1	8	-8	1.2	-8	0.1	-0.8
O=C(c1cccc(NS(=O)(=O)c2cccc(F)c2)c1)N1CCN(c2ccccc2)CC1	-8	4	104	1.1	6	1	0.98	-6	-0.3	-0.1
CC(=O)c1cccc(S(=O)(=O)N2CCC(C(=O)O)CC2)c1	-9	8	93	1.1	9	0	1.2	-9	-0.2	-0.2
CN1c2ccccc2C(C)(C)C12C=Nc1c(cc(N3CCOCC3)c3ccccc13)O2 (centres undefined)	-3	34	101	1	-4	3	0.89	4	-0.3	-2.9
c1ccc(CN2CCN(C(c3ccccc3)c3nnnn3Cc3ccccc3)CC2)cc1 (centres undefined)	-9	5	95	1.1	5	-3	1	-5	-0.5	-2.9
C=CCSc1nc2sc(-c3ccccc3)cc2c(=O)n1N	-11	6	102	1.1	2	1	1.2	-2	-0.3	-4.0
COc1ccc(N2C(=O)CC2(C#N)c2ccc(OCc3ccccc3)cc2)cc1 (centres undefined)	-9	4	103	1.1	-6	-6	0.98	6	-0.2	-0.1
CCn1nc(C)c(NC(=O)/C=C/c2ccc(OC)c(COc3ccc(Br)cc3)c2)c1C	3	14	103	1	-6	-3	1.3	6	-0.3	4.4
Cn1cccc1-c1cc(C(=O)O)[nH]n1	-3	-3	x	1	x	-1	1.1	x	x	x
CCN(CC)c1ncc(C)c(=O)[nH]1	18	28	100	0.8	8	4	1.1	-8	-0.1	-2.3
CN(C)CCCN1C(=O)CSC1c1ccc([N+](=O)[O-])cc1 (centres undefined)	-4	7	95	1	-11	-2	1	11	0.1	-1.9
Cc1ccc(NC(=O)CN(C)C(=O)COc2c(Cl)cc(Cl)c3ccc(C)nc23)cc1	-1	-37	88	1	3	-7	0.87	-3	-0.3	0.9
C=CC(=O)NN(C)c1ncc(C(F)(F)F)cc1Cl	-7	17	105	1.1	8	-11	2.4	-8	0.6	0.1
CC(C)c1nnc(NC(=O)CCC(=O)NCc2ccc3c(c2)OCO3)s1	-6	-23	102	1.1	-16	-1	1.1	16	-0.4	0.2
O=C(CSc1cccc[n+]1[O-])Nc1cc(S(=O)(=O)N2CCOCC2)ccc1Cl	-3	9	97	1	-3	-1	1.2	2	-0.4	-0.4
S=c1[nH]nc(-c2ccc3ccccc3n2)n1-c1ccc2ncccc2c1	3	-1	100	1	-7	-3	1.1	7	-0.2	-0.7
CN(C)/C=C(\C#N)C(=O)N/N=C/c1ccc(Cl)cc1	8	0	116	0.9	12	-1	1.5	-12	0.0	-0.5
CCOC(=O)c1ccc(NC(=O)c2cc(S(=O)(=O)N3CCOCC3)ccc2O)cc1	-3	10	89	1	6	-8	0.7	-6	0.6	-0.3
O=C(Nc1ccccc1Cl)c1cccc(COc2cc(Cl)ccc2Cl)c1	-10	-6	129*	1.1	24	-7	1.6	-24	-0.1	0.2
CCN1CCN(Cc2cc(=O)oc3ccc(Cl)cc23)CC1	-6	1	100	1.1	5	-1	1	-5	-0.1	0.1
CCN(C(=O)COC(=O)c1ccc(COc2ccc3c(C)cc(=O)oc3c2)cc1)C1CCS(=O)(=O)C1 (centres undefined)	-3	-8	105	1	4	-3	1.2	-4	-0.3	-0.2

A few values from the entries so far.
CCN1CCN(Cc2cc(=O)oc3ccc(Cl)cc23)CC1 @ HMGR II inh = -1
S=c1[nH]nc(-c2ccc3ccccc3n2)n1-c1ccc2ncccc2c1 @ APP transl inh = 7
O=C(CSc1cccc[n+]1[O-])Nc1cc(S(=O)(=O)N2CCOCC2)ccc1Cl @ G6PDH CS = 9
C=CC(=O)NN(C)c1ncc(C(F)(F)F)cc1Cl @ APP transl inh = -8

The list continues.
SMILES	FLuc inh counter	G6PDH CS	STAT1 act	FLuc act counter	APP 5'UTR act	HMGR II inh	NF-kB expr up	APP transl inh	Hsp70 act	Redox H2O2 prof
CCc1nc(SCc2ccc(F)cc2)n[nH]1	-1	17	105	1	38	0	1.5	-38	-0.1	-0.3
CC(=O)N/N=C(\C)CC(=O)Nc1ccc2c(c1)OCCO2	-4	20	97	1	28	-5	0.86	-28	-0.2	-1.3
Cc1occc1-c1nnc(SCC(=O)Nc2ccccc2N2CCCCC2)n1C	-3	2	102	1	2	-5	0.81	-2	-0.1	3.0
O=C(Cn1cnc2ccccc2c1=O)Nc1ccc2c(c1)CCC2	-4	-1	92	1	10	-9	1.1	-10	-0.2	-1.9
COc1ccccc1Nc1nc(N)nc(CSc2nccc(C)n2)n1	-9	6	107	1.1	12	1	0.96	-12	-0.4	2.7
Cc1ccc(S(=O)(=O)Nc2c(C)ccc3nsnc23)cc1	-8	-2	93	1.1	22	-8	1	-22	-0.2	0.3
CCC1CCCCN1S(=O)(=O)c1ccc(NC(=O)c2cccs2)cc1 (centres undefined)	-8	3	114	1.1	-13	11*	0.74	13	-0.2	-0.6
Cc1ccc(CNC(=O)CN2CCC(C(N)=O)CC2)cc1	-5	5	102	1.1	0	-1	1.1	0	-0.3	2.4
COc1ccccc1N/C(N)=N/c1nc(CSc2ccc(C)cc2)cc(=O)[nH]1	-5	0	83	1.1	16	1	0.67	-16	-0.4	2.6
CCOC(=O)c1ccc(NC(=O)CSCC(=O)OCC(=O)c2ccccc2)cc1	6	-10	95	0.9	0	-2	1.3	0	-0.4	-0.5
CCC(C)n1c(=N)c(C#N)cc2c(=O)n3cc(C)ccc3nc21 (centres undefined)	0	12	97	1	1	-3	0.92	-1	-0.3	-0.7
CC(C)N(Cc1ccccc1)C(=S)NCCN1CCOCC1	-4	-2	98	1	-3	0	1	3	-0.3	-0.3
O=C(CSc1nnnn1C1CCCC1)NCc1cccs1	-4	12	105	1	-12	3	1.3	12	-0.2	-0.8
CCOCCCn1c(SCc2nc3sc(C(=O)O)c(C)c3c(=O)[nH]2)nnc1-c1ccc(Cl)cc1	1	0	95	1	-4	-7	1.1	4	-0.3	-1.1
CCOc1cccc(C(=O)Nc2cccc(-c3nnc(-c4ccc(C)cc4)o3)c2)c1	-3	-44	100	1	11	-1	1.1	-11	-0.2	-5.6
O=C(Nc1ccc2c(c1)OCO2)C1CC(c2ccccc2Cl)=NO1 (centres undefined)	3	2	117	1	21	-5	0.98	-21	-0.1	-0.3
COc1ccc(C(=O)Nn2cnnc2)c(OC)c1	-4	2	96	1	4	1	1	-4	0.0	0.1
COc1ccc2nc(SCC(N)=O)[nH]c2c1	-3	6	102	1	-6	1	1.1	6	0.1	2.5
Cc1ccccc1-n1c(C)nnc1SCc1cc(=O)oc2ccc3ccccc3c12	-10	-19	89	1.1	-11	-3	0.7	11	-0.2	-0.2
Cc1nn(C)c(C)c1NC(=O)CCl	-2	2	112	1	11	0	1.1	-11	-0.1	0.0

An excerpt from above in order of the NF-kB expr up value, descending.
structure	NF-kB expr up
COc1ccc2nc(SCC(N)=O)[nH]c2c1	1.1
COc1ccccc1Nc1nc(N)nc(CSc2nccc(C)n2)n1	0.96
CN1c2ccccc2C(C)(C)C12C=Nc1c(cc(N3CCOCC3)c3ccccc13)O2 (centres undefined)	0.89

Source: PubChem BioAssay
